Assay outcomes as filed in PubChem BioAssay.
HDAC3 inhib: inhibitors of human histone deacetylase 3. O15379. recombinant HDAC3, fluorogenic peptide/trypsin coupled, fluorescence. inhibition, % at 8.3 µM. 0.15% of 320,000 active. AID 2718; in the data active = inhibition above about 26%, passing the limit was not always enough
HSF-1 act: increases HSF-1 driven luciferase reporter signal | NIH3T3-HGL HSF-1 luciferase reporter, MG132, 8 h; 100% = twice DMSO control signal | activation, % at 9 µM | 1.7% of 300,000 active | AID 504408;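 active = mean replicate activation of at least 50% with a set share of replicates each reaching 50%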;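 also: 0% = median of the neutral control wells and 100% = twice that signal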
HSP90 inh: blocks HSP90-mediated luciferase refolding in reticulocyte lysate. Rabbit reticulocyte lysate, luciferase refolding luminescence, 3 h. inhibition, % at 5.6 µM. 0.91% of 290,000 active. AID 1789;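 active = inhibition above the screen-wide mean plus 3 SD, computed separately per campaign, cut at about 16% in these data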;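 also: 0% = DMSO wells and 100% = 60 µM geldanamycin wells; inhibitors lower the luminescence because luciferase stays unfolded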
GSK3A inh: human GSK-3 alpha kinase inhibition; P49840; ADP-Glo luminescence, 60 min; inhibition, % at 10 µM; 0.1% of 320,000 active; AID 2650;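 in the data active = inhibition above about 50%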;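 also: GST-tagged GSK-3 alpha with peptide substrate and 25 µM ATP; 0% = DMSO neutral wells and 100% = GW8510 positive control wells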
Target sequence (P49840 whole entry, looked up): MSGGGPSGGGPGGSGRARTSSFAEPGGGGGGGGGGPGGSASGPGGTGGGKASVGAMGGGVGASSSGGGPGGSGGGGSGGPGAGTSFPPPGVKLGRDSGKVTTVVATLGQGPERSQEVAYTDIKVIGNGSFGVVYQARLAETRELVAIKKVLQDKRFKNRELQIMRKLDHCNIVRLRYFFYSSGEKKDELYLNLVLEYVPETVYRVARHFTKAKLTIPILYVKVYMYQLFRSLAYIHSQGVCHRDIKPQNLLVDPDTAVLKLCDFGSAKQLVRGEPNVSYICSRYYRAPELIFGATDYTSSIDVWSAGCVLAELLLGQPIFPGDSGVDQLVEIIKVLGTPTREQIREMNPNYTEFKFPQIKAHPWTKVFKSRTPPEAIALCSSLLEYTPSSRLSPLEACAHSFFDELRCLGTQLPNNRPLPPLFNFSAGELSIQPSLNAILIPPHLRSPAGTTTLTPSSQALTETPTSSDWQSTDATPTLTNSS
HSF1 inh: HSF1 inhibition. activity change, negative = inhibition, % at 7.5 µM (by protocol). NIH3T3-HGL HSE-luciferase, MG132-induced, luminescence 8 h; stronger effect = lower value. AID 2098. 0.77% of 300,000 active;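 active = more than half of replicate wells show activity change below -50%, luminescence cut by over half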;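 also: luciferase reports HSF-1 transcriptional activity via heat shock element; 0% = median of DMSO wells and -100% = zero luminescence signal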
AI-2 QS mod: modulators of Vibrio harveyi AI-2 quorum sensing system. Vibrio harveyi JMH597 AI-2 luminescence/OD600 ratio, 9 h; stronger effect = lower value; strain lacks LuxN and CqsS sensors; 0 = neutral-control median. activity change, % at 7.5 µM. 0.4% of 300,000 active. AID 2094; in the data active = activity change below about -75%, passing the limit was not always enough;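 also: luminescence divided by OD600 gain over 9 h not by final OD600 alone; inactives centre near 13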
Platelet DG rel: modulates dense granule release in human platelets; 0.22% of 300,000 active; inhibition, %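 (compounds screened at 7.5 µM in platelet-rich plasma)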; human platelet-rich plasma, SFLLRN dense granule ATP release, luminescence;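 active = mean replicate score, as percent of positive control, at or above 50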
Dyrk1A ADPGlo: blocks rat Dyrk1A kinase activity; Q63470; ADP-Glo luminescence, NFATc1 peptide; 0.43% of 310,000 active; inhibition, % at 12.5 µM; AID 504441; in the data active = inhibition above about 50%;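 also: plate controls were vehicle with enzyme for no effect and no enzyme for full effect; many of its hits are not listed in these tables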
GSK3B inh: inhibitors of human GSK3beta kinase; P49841; GST-GSK3beta kinase, ADP-Glo luminescence, 60 min; stronger effect = lower value; 0.038% of 300,000 active; activity score (negative = inhibition), % at 10 µM;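 active = more than half of replicate wells score below -50%, meaning over 50% inhibition versus plate controls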;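 also: 0% = median DMSO wells and -100% = median GW8510 positive control wells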
Target sequence (P49841 whole entry, looked up): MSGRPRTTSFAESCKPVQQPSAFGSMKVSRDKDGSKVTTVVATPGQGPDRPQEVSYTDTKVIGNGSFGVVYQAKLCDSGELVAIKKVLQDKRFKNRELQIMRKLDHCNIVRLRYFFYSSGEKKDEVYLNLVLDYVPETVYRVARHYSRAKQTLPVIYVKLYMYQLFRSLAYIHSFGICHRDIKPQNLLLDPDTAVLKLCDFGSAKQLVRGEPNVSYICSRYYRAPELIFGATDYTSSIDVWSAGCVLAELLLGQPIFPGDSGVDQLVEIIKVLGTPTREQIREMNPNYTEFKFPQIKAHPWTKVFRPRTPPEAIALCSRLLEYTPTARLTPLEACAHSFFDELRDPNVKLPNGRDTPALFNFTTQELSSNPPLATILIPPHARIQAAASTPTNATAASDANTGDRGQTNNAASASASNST
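test system = GST-tagged human GSK3beta kinase, cell-free | reagent = 25 µM ATP with peptide substrate | dosing = one dose of 10 µM per compound | schedule = 60 min reaction, RT | detection = luminescent ADP-Glo measurement of ADP formed | control set = DMSO neutral wells and GW8510 at 20 µM as positive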
PolyA inhibitor: blocks polyadenylation in yeast reporter cells; S. cerevisiae SKY197-pL101 polyadenylation reporter, beta-gal luminescence; efflux-impaired pdr1/pdr3 knockout yeast; score 100 = 6 SD above DMSO; calls only at 12 µM; 0.02% of 300,000 active;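 active = lowest replicate activity score at least 50, where 100 means six control SD above control mean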;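 also: yeast exposed to compound for 9 h at 30 °C; higher score means more reporter readthrough which indicates perturbed polyadenylation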
* hit, by the source's call; i = inactive; nt = not tested or not shown; & = joins results of further samples; ! = not active in a repeat.

SMILES	HDAC3 inhib	HSF-1 act	HSP90 inh	GSK3A inh	HSF1 inh	AI-2 QS mod	Platelet DG rel	Dyrk1A ADPGlo	GSK3B inh	PolyA inhibitor
c1ccc(-c2cccc(-c3ccccn3)n2)nc1	4	-30	0	-2	-8	-89*	5	4	-1	i
CNc1nc(SCC(=O)Nc2ccccc2)nc(N2CCOCC2)n1	3	-12	0	-2	-7	23	0	-3	2	i
Cc1nc(NC(=O)c2ccccc2)sc1-c1csc(Nc2ccc(F)cc2)n1	1	24	44*	0	15	2	11	nt	0	i
C/C(Cn1nc([N+](=O)[O-])cc1C)=N\NC(=O)COc1ccccc1[N+](=O)[O-]	8	0	-2	nt	3	20	-4	2	2	i
COc1cc(OC)cc(-c2nc3nc(C)c(CCC(=O)NCc4ccco4)c(C)n3n2)c1	3	-5	2	-2	-1	11	-2	-3	2	i
Cc1ccc(C)c(OCCn2nnc3ccccc32)c1	3	23	-2	-2	26	9	2	-1	1	i
CC1C(=O)N2CCCc3cc(S(=O)(=O)N4CCCCC4)cc1c32 (stereo not given)	1	1	nt	-3	-4	6	-5	-5	-1	i
COc1cccc(OC)c1C(=O)Nc1ccc2c(c1)Cc1ccccc1-2	-14	27	1	-1	29	14	6	1	4	i
COc1ccccc1NC(=S)N1CCn2cccc2C1c1cccnc1 (stereo not given)	3	16	2	10	10	6	22	3	-6	i
CN1CCN(C(=O)N2c3ccccc3CCc3ccccc32)CC1	-7	10	1	-2	-1	26	5	-1	0	i
O=C(NC1CCCC1)C1CCN(C(=O)c2cccc(Cl)c2)CC1	0	9	3	2	-3	7	-4	-2	-4	i
CNS(=O)(=O)c1cc(OC)ccc1OC	nt	-1	-1	-1	0	33	7	-5	-1	i
COC(=O)C(/C=N/OCc1ccc([N+](=O)[O-])cc1)NC(=O)c1cccc(Cl)c1 (stereo not given)	44*	5	9	-1	9	36	-3	-1	3	i
Cc1ccc(C(NC(=O)N2CCOCC2)=C(Cl)Cl)cc1F	-1	49	2	2	29	37	-1	-3	-5	i
CCOc1ccc(NC(=O)CN(C)C(=O)c2sc3ccccc3c2Cl)cc1OCC	10	-6	nt	-3	-6	3	-5	-3	2	i
Cc1nn(-c2ccccc2)c(C)c1/C=N/NC(=O)c1cc(-c2ccc(Cl)s2)[nH]n1	-3	-5	1	-3	1	28	-5	6	2	i
N#Cc1ccccc1NC(=O)CSc1nnc(-c2ccc(F)cc2)n1-c1ccccc1	nt	-4	2	nt	-8	18	-3	5	1	i
CC(=O)CCC(=O)N1CCCC(CNC(=O)c2ccc(-c3ccccc3)cc2)C1 (stereo not given)	10	10	-3	-1	6	27	-6	-5	-2	i
Cc1cc2nnc(SCC(=O)NCC(c3ccccc3)N(C)C)n2c2ccccc12 (stereo not given)	1	-4	2	0	-5	17	-6	-2	0	i
CC1(C)CC(=O)c2sc(NC(=O)CN3CCOCC3)nc2C1	1	-8	1	-1	3	8	-2	-2	0	i
CCc1ccc(-c2csc3ncn(Cc4ccc(C(=O)O)cc4)c(=O)c23)cc1	1	15	1	3	-3	-14	-1	15	2	i
O=C(NNC(=O)c1cc2ccccc2cc1O)Nc1ccc(Br)cc1	-9	13	-6	-1	6	26	1	7	4	i
O=C(Cn1cc(C(=O)COc2ccccc2)c2ccccc21)NCc1ccco1	8	nt	4	0	nt	17	5	-28	1	i
CCCCC(CC)CNC(=O)c1cc2ccccc2c(=O)o1 (stereo not given)	nt	1	-1	nt	2	9	2	-7	1	i
CCn1cc(S(=O)(=O)Nc2cccnc2)cn1	0	-10	0	0	-6	12	-1	0	0	i
c1ccc(C(c2nnnn2Cc2ccco2)N2CCN(c3nc4ccccc4s3)CC2)cc1 (stereo not given)	0	2	-1	0	7	20	-6	1	3	i
COc1ccc(CNC(=O)COC(=O)c2ccco2)cc1	-3	-14	51*	-3	-1	13	18	nt	0	i
COc1ccccc1NS(=O)(=O)c1cc(NC(=O)c2cc[n+]([O-])cc2)ccc1N1CCCC1	9	-5	-2	-1	5	20	-4	1	1	i
CN(Cc1ccccc1)C(=O)Nc1ccc(Cl)cc1	-3	13	nt	-2	3	-50	-3	nt	1	i
FC(F)(F)c1ccc2c3n(nc2c1)CCN=C3c1ccc(Cl)cc1	2	-15	nt	0	-8	3	-5	4	1	i

Arranged by length of the SMILES (largest number first): some entries from above
SMILES	HDAC3 inhib	HSF-1 act	HSP90 inh	GSK3A inh	HSF1 inh	AI-2 QS mod	Platelet DG rel	Dyrk1A ADPGlo	GSK3B inh	PolyA inhibitor
c1ccc(C(c2nnnn2Cc2ccco2)N2CCN(c3nc4ccccc4s3)CC2)cc1 (stereo not given)	0	2	-1	0	7	20	-6	1	3	i
FC(F)(F)c1ccc2c3n(nc2c1)CCN=C3c1ccc(Cl)cc1	2	-15	nt	0	-8	3	-5	4	1	i
COc1ccc(CNC(=O)COC(=O)c2ccco2)cc1	-3	-14	51*	-3	-1	13	18	nt	0	i

(listing goes on)
SMILES	HDAC3 inhib	HSF-1 act	HSP90 inh	GSK3A inh	HSF1 inh	AI-2 QS mod	Platelet DG rel	Dyrk1A ADPGlo	GSK3B inh	PolyA inhibitor
Cc1nonc1NCn1nnc2ccccc21	3	16	2	-1	-4	24	16	-2	1	i
CCOC(=O)c1ccc(NC(=O)c2sc3nc(N4CCOCC4)c4c(c3c2N)CCCC4)cc1	-2	-21	4	-1	-17	14	7	2	0	i
CC(C)(C)N1C(=O)c2ccc(C(=O)NCc3ccco3)cc2C1=O	5	14	-1	0	4	18	7	2	0	i
CC(=O)NN1CCc2cc3ccc(C)cc3nc21	-11	-18	-8	-2	-3	-1	-1	1	4	i
Clc1nccc(NCc2ccccc2)n1	-4	2	nt	0	0	21	8	9	-27	i
Cc1cc(=S)cc(C)n1CCCO	5	-9	1	-2	-6	8	-1	-4	2	i
CC1CCc2nc(NC(=O)c3ccc(S(=O)(=O)N4CCCc5ccccc54)cc3)sc2C1 (stereo not given)	-6	6	-1	-3	-6	15	13	nt	-1	i
COC(=O)C1(CCSC)NC(c2ccc(OC)cc2OC)C2C(=O)N(c3cccc(C(C)=O)c3)C(=O)C21 (stereo not given)	-6	4	-3	-3	-3	21	15	11	1	i
CC1(C)CN=C(N(C(=O)Nc2ccccc2)c2ccccc2F)S1	8	20	3	-2	-3	23	-2	nt	-3	i
Cn1c(=O)c2c([nH]c(=S)n2Cc2ccc(Cl)cc2)n(C)c1=O	6	15	-1	-5	-1	10	1	12	4	i
CCn1c(CNc2ccc(F)cc2)nnc1SCC(=O)Nc1ccccc1OC	1	37	-1	-2	18	-4	-4	15	-1	i
COCCN(C(=O)CSc1nnc(-c2ccccc2OC)o1)c1c(N)n(CC(C)C)c(=O)[nH]c1=O	1	33	nt	-1	10	13	-6	-6	3	i
Cc1cc(C)c(NC(=O)CCCSc2nnc(N)s2)c(C)c1	-5	0	1	0	3	20	-8	1	1	i
COc1ccc(N=C2S/C(=C\c3ccc(N4CCOCC4)o3)C(=O)N2CCc2c[nH]c3ccccc23)cc1	-5	-29	0	-1	-27	10	8	2	0	i
CN1C(CC(=O)Nc2ccc(Cl)cc2Cl)c2ccccc2CC1(C)C (stereo not given)	3	-6	-1	-3	3	8	0	nt	2	i
CCOC(=O)/C=C1\CC(=O)Nc2cc(C)c(C)cc2N1	3	0	0	0	-4	18	8	0	1	i
Cc1cc(C)cc(OCC(=O)NN2C(=O)c3ccccc3C2=O)c1	2	3	1	0	-8	5	4	-1	2	i
CCOc1ccccc1CN1CCN(Cc2cn(C)nc2-c2ccccc2)CC1CCO (stereo not given)	-4	82*	-2	0	43	20	-6	-2	1	i
COc1ccc2c(c1)cc(C(=O)N[C@@H](Cc1ccccc1)C(=O)N[C@@H](C)C(=O)O)n2C	-27	-25	1	-1	-9	25	-4	2	1	i
C[C@@H](C(=O)Nc1ccc2c(c1)OCCO2)n1c(=O)[nH]c2ccccc2c1=O	3	-81	54*	8	-77*	7	-4	0	2	i
CCCCCN(C(=O)CCC(=O)OCc1ccccc1C(F)(F)F)c1c(N)n(CCCC)c(=O)[nH]c1=O	3	-2	0	0	2	21	-8	3	-1	i
CN(C)S(=O)(=O)c1cccc(N=c2scc(-c3ccc4c(c3)NC(=O)CO4)n2CC2CCCO2)c1 (stereo not given)	4	13	4	-1	-1	7	-7	-4	-7	i
COc1ccccc1C(NC(=O)CC(C)C)c1c(O)ccc2ccccc12 (stereo not given)	-1	9	1	-1	6	27	-4	nt	4	i
CN(C)CC(=O)N1c2ccccc2Sc2ccc(Cl)cc21	1	-7	-1	-2	-7	5	3	-1	-26	i
COCCCn1c(SCC(=O)Nc2ccccc2F)nnc1-c1ccoc1C	6	7	-2	-1	-3	27	-7	-5	-1	i
O=C(N/N=C\c1cc([N+](=O)[O-])ccc1N1CCOCC1)c1ccccn1	5	24	2	-1	17	15	-8	-2	0	i
CCc1ccc(OCC(=O)NNC(=O)C2CCC2)cc1	-3	-1	nt	-2	0	24	-17	8	1	i
CC(=O)N1CCN(c2ccc([N+](=O)[O-])cc2C#N)CC1	0	9	0	1	3	21	-6	-2	1	i
COc1c(F)c(F)c(C(=O)O)c(Nc2ccccc2)c1F	0	1	-2	-4	-3	26	2	2	-1	i
CC(C)(C)C1CCC2(CC1)C(C#N)=C(SCC(=O)Nc1ccccc1)NC(=O)C2C#N (stereo not given)	4	-15	2	2	-2	39	14	2	1	i
Cc1sc(N2C(=O)C3C(C2=O)[C@H]2C=C[C@@H]3C2)c(C#N)c1C (stereo not given in full)	0	6	-2	-2	-3	0	1	5	3	i
CC(c1ccco1)N(C(=O)c1cc(Cl)cc(Cl)c1)c1ccccn1 (stereo not given)	3	16	0	-1	8	-8	-10	-1	5	i
CC(C)CCOC(=O)C1[C@H]2C(=O)N(Cc3cccs3)C[C@]23C=C[C@H]1O3 (stereo not given in full)	-2	-1	0	-2	-1	53	7	-2	0	i
Cc1csc(NC(=O)CN2C(=O)C3CC=CCC3C2=O)n1 (stereo not given)	-9	-6	-8	-10	-7	12	0	-9	0	i
CO/N=C(\C)C(Cc1ccc(Cl)nc1)Cc1ccc(Cl)nc1	2	10	4	5	-7	16	9	4	4	i
S=c1[nH]nc2n1CCCN2	6	4	-3	-1	-7	35	-2	-5	1	i
CN1CCN(C(=O)/C=C/c2cn(-c3ccccc3)nc2-c2ccc3c(c2)OCCO3)CC1	6	22	1	0	14	-3	3	2	0	i
Cc1cc(NC(=O)CSc2nc(N)c(NC(=O)c3ccccc3F)c(=O)[nH]2)no1	-1	8	2	1	0	2	41	-7	2	i
COc1ccc(C2Nc3ccccc3C(=O)N2Cc2ccco2)cc1CN1C(=O)c2ccccc2C1=O (stereo not given)	3&5	63*!	-2&0	-4&-1	6&38	27&32	-5&-6	0&5	1&-1	i
Cc1ccc(S(=O)(=O)N2CCN(CC(=O)N/N=C\c3ccc(Cl)c([N+](=O)[O-])c3)CC2)cc1	0	5	0	-5	2	32	12	-2	-1	i
Cc1cc(C)c2nc(N3CCC(C(=O)NCCCN4CCCCC4)CC3)sc2c1	5	-1	4	0	-4	13	-1	3	-1	i

This is a subset, so the mix of outcomes need not match the whole.
